Assay outcomes as filed in PubChem.
STAT1 activator: STAT1 signaling activators, primary screen, cell-based, HTS, luciferase reporter; NIH 3T3 STAT1-luciferase reporter, IFN-gamma, luminescence; 100% = IFN-gamma alone, no compound; activation (% of control), % at 5.5 µM; 200,000 compounds, 2.6% hits;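 active means activation above the screen-wide mean activation plus 3 SD, cut at about 130% in these data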;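 further: raw ratio to IFN-gamma control signal so 100% means no change and 0% no light; values of inactives mirror those of a sister screen read the other way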
TLR4 MyD88 comp: inhibitors of TLR4-MyD88 association in cells, primary screen, cell-based, HeLa CL3-4, BLA complementation, FRET ratio. Toll-like receptor 4 (Homo sapiens) + Myeloid differentiation primary response protein …. HeLa CL3-4 TLR4/MyD88 BLA complementation. inhibition, % at 8.4 µM. 200,000 compounds, 0.18% hits; in the data active means inhibition above about 25%;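 further: 0% = vehicle and 100% = reference inhibitor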
Target sequence (O00206 whole entry, looked up): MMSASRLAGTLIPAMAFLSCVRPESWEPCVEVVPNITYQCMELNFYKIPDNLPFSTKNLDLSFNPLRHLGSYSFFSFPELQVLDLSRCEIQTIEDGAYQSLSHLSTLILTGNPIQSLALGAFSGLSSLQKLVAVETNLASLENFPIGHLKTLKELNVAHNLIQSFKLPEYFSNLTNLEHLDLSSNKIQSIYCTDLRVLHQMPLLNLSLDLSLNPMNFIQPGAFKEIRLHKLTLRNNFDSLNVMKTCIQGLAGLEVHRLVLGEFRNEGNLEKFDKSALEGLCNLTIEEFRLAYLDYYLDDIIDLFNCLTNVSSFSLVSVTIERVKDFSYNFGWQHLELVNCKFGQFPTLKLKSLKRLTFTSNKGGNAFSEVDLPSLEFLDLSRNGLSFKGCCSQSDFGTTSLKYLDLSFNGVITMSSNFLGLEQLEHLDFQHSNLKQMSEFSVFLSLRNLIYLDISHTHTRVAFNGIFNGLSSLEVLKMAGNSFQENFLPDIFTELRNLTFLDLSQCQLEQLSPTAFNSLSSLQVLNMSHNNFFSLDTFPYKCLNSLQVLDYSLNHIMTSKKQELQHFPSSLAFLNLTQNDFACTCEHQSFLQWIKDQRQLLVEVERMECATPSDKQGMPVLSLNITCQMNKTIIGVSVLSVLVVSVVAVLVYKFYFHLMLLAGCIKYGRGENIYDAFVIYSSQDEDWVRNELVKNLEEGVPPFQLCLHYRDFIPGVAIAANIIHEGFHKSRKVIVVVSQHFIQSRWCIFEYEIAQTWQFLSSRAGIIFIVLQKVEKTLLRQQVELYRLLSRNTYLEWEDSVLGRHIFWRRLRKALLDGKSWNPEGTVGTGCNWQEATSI
Target sequence (Q99836 whole entry, looked up): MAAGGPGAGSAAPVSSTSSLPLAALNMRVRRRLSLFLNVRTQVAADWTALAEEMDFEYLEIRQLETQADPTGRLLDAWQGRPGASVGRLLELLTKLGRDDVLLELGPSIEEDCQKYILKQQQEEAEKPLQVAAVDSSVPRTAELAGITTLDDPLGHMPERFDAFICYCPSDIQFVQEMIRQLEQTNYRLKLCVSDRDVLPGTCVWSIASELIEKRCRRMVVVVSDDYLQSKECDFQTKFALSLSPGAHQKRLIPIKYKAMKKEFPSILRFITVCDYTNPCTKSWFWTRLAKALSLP
APP 5UTR inh: inhibitors of APP translation via 5'UTR reporter, primary screen, APP 5'UTR luciferase, SH-SY5Y cells | SH-SY5Y APP 5'UTR-luciferase reporter, luminescence | inhibition, % at 2 µM | 190,000 compounds, 0.82% hits | AID 1285, 2008;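 active means inhibition above a set limit, derived from the sample mean plus 3 SD, cut at about 45% in these data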; further: values of inactives mirror those of a sister screen read the other way
STAT1 blocker: STAT1 signaling inhibitors, primary screen, cell-based, HTS, luciferase reporter; NIH 3T3 STAT1-luciferase reporter, IFN-gamma, luminescence; 200,000 compounds, 0.35% hits; inhibition, % at 5.5 µM;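 active means inhibition above a set limit, the mean inhibition across all tested compounds plus 3 SD, cut at about 34% in these data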;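 further: 0% = IFN-gamma with DMSO and 100% = IFN-gamma with 300 µM nifuroxazide; values of inactives mirror those of a sister screen read the other way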
STAT3 activator: IL-6 driven STAT3 reporter potentiators, primary screen, U3A cells, luciferase, luminescence, MLSCN library. activation (% of control), % at 5.6 µM. IL-6 STAT3-luciferase reporter; 100% = signal with IL-6 EC80 alone. 190,000 compounds, 0.91% hits;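 active means activation above the screen-wide mean of compound activation plus 3 SD, cut at about 130% in these data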;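 further: 0% = background luminescence of wells with medium and substrate only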
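Test system: Human STAT1-deficient U3A cells with stable STAT3-luciferase reporter | Also added: Interleukin-6, 33 ng/mL | Timing: Compound pre-incubation 1 h before IL-6, then 6 h stimulation at 37 °C | Technique: Luciferase reporter luminescence | Read-out: Percent of IL-6-only median luminescence | Benchmarks: IL-6-only wells as 100% reference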
G6PDH counter: L. mesenteroides G6PDH inhibitors, counter-screen for G6PDH-coupled screening assays, biochemical, Leuconostoc mesenteroides enzyme. glucose-6-phosphate dehydrogenase [Leuconostoc mesenteroides]. Purified L. mesenteroides G6PDH, diaphorase/resazurin coupled fluorescence, 45 min. inhibition, % at 5 µM. 200,000 compounds, 0.12% hits; in the data active means inhibition above about 50%
Hsp70 act: Hsp70 transcriptional activators, primary screen, cell-based, HeLa, Hsp70 promoter luciferase, luminescence, 10 µM; HeLa Hsp70 promoter luciferase reporter; scaled: vehicle 0, proteasome-inhibitor control 100%; activation, % at 10 µM; 200,000 compounds, 0.04% hits; AID 1203, 2008;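 active means activation above the mean across all tested compounds plus 3 SD, cutoff set per campaign, cut at about 5.5% in these data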;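 further: 100% = MG132 at 30 µM as the positive control and 0% = DMSO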
Diaph act CS: compounds boosting diaphorase resazurin reduction – biochemical, uHTS, resorufin fluorescence, counter-screen for diaphorase-coupled primary assays, primary screen; Diaphorase/resazurin coupled assay, 16 min; hits give high values; 1 = vehicle wells, 0 = NADH-free wells; activation factor at 20 µM; 190,000 compounds, 0.005% hits; AID 1229, 2008;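 active means diaphorase activity raised at least twofold by the compound at 20 µM; inactive means activation factor below 2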
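test system = bacterial diaphorase enzyme (C. kluyveri) | quantity = enzyme 0.07 U/mL final | reagent = NADH substrate 0.114 mM plus resazurin dye 0.1 mM, final | incubation = 16 min enzyme reaction, ambient temperature | buffer or medium = HEPES pH 7.4 buffer with MgCl2 and Tween 20 | signal = fluorescence of resorufin, 544 nm excitation, 590 nm emission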
Diaph inh CS: diaphorase inhibitors and chemical oxidizers, primary screen, counter-screen for diaphorase-coupled primary assays, biochemical, uHTS, resorufin fluorescence; AID 1217, 2008; 190,000 compounds, 0.69% hits; diaphorase resazurin-to-resorufin fluorescence, NADH, 16 min; bacterial (C. kluyveri) enzyme, not human; inhibition, % at 20 µM;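 active means primary screen inhibition at 20 µM above a set limit, cut at about 50% in these data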;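 further: plate controls were DMSO with full reaction for no effect and wells lacking NADH for full effect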
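Detection: fluorescence of resorufin formed from resazurin, Ex 544/Em 590 nm; test system: Clostridium kluyveri diaphorase enzyme; amount: 0.14 U/mL diaphorase, enzyme working solution; times: 16-min room-temperature incubation before reading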
STAT3 blocker: IL-6 driven STAT3 reporter inhibitors, primary screen, U3A cells, luciferase, luminescence, MLSCN library; IL-6 STAT3-luciferase reporter; host cell line lacks STAT1; 190,000 compounds, 0.89% hits; inhibition, % at 5.5 µM;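 active means inhibition above the mean inhibition across all screened compounds plus 3 SD, cut at about 44% in these data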;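 further: 0% = DMSO only wells and 100% = 100 µM nifuroxazide control wells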
An asterisk follows results filed as active; · = not tested or not shown.

1	CCCCN(C)S(=O)(=O)c1ccc(C(=O)Nc2nnc(-c3cccs3)o2)cc1
2	CN(c1ccccc1)S(=O)(=O)c1ccc(Cl)c(C(=O)Nc2nc3ccccc3[nH]2)c1
3	CC1=C(C(N)=O)C(c2cccnc2)n2nc(SCc3ccccc3Cl)nc2N1 (centres undefined)
4	Nc1cccc2[nH]c(C(F)(F)F)nc12
5	COc1cc(/C=C/C(=O)NCc2ccccn2)cc(OC)c1OC
6	COc1cc(CNCc2cccnc2)ccc1OCC(=O)NC1CCCCC1
7	COc1ccccc1CNc1nc(SC)ncc1CO
8	Cc1c(C(=O)Nc2ccc3c4c(cccc24)CC3)cccc1[N+](=O)[O-]

screen / no.	1	2	3	4	5	6	7	8
STAT1 activator	100	102	91	91	104	96	98	108
TLR4 MyD88 comp	12	5	-2	-3	-9	-9	-9	-6
APP 5UTR inh	36	-9	-1	-30	-12	-8	6	9
STAT1 blocker	0	-3	10	9	-5	3	4	-9
STAT3 activator	95	99	97	107	104	101	101	91
G6PDH counter	6	5	4	-2	17	2	3	-24
Hsp70 act	-0.1	-0.3	-0.3	-0.2	-0.2	-0.2	-0.1	0.8
Diaph act CS	0.9	0.8	0.9	0.5	0.9	1	1	1
Diaph inh CS	6	19	11	48	9	-3	-3	-3
STAT3 blocker	9	1	8	-1	-4	7	-4	14

9	Cc1cc(C)c(C)c(S(=O)(=O)Nc2ccc(C(N)=O)cc2)c1C
10	Cc1ccc2nc3n(c(=O)c2c1)CCCCC3
11	Cc1ccccc1NC(=O)c1cccc(OCc2c(C)noc2C)c1
12	COc1ccccc1OC(C)C(=O)Nc1nc(-c2ccc(S(=O)(=O)N3CCOCC3)cc2)cs1 (centres undefined)
13	CCc1ccc(-n2c(=O)c3ccccc3n(CC(=O)C(C)(C)C)c2=O)cc1
14	CCCCN(Cc1cc2cc(OC)ccc2[nH]c1=O)C(=O)c1ccco1
15	CN(C)S(=O)(=O)c1ccc(C(=O)Nc2nnc(SCc3ccccc3)s2)cc1
16	C=CCNc1sc(C(=O)c2ccc(Br)s2)c(N)c1C#N

screen / no.	9	10	11	12	13	14	15	16
STAT1 activator	93	116	93	95	96	97	93	115
TLR4 MyD88 comp	-14	-9	3	-8	-15	-5	4	37*
APP 5UTR inh	-32	-10	-3	10	-12	-6	6	·
STAT1 blocker	8	-18	7	5	4	3	8	-13
STAT3 activator	96	107	69	108	100	95	102	90
G6PDH counter	0	11	12	12	0	1	2	0
Hsp70 act	-0.2	-0.1	-0.2	-0.3	0.1	0.1	-0.3	0.0
Diaph act CS	0.9	0.9	0.9	0.8	0.9	0.9	1	0.9
Diaph inh CS	13	12	10	22	7	14	-4	10
STAT3 blocker	6	-6	39	-6	9	13	-6	12

17	O=C(Cn1cnc2cc([N+](=O)[O-])ccc2c1=O)Nc1cccc(S(=O)(=O)N2CCOCC2)c1
18	S=C(NCc1ccccc1)N1CCn2cccc2C1c1ccncc1 (centres undefined)
19	Cc1nc2ccccc2cc1OCc1ccc(F)cc1
20	CCN1C(=O)CSC1=NC12CC3CC(CC(C3)C1)C2
21	COc1ccc(Br)cc1C(=O)Nc1ccc(C(=O)O)cc1
22	O=C(c1ccc([N+](=O)[O-])cc1)N1CCC(n2nnc3cc(F)ccc32)CC1
23	Cc1ccc(S(=O)(=O)C2(C(=O)Nc3cccc(F)c3)CC2)cc1
24	O=C(NCc1ccc2c(c1)OCO2)C(C(=O)c1ccccc1)n1cc(Cl)ccc1=O (centres undefined)

screen / no.	17	18	19	20	21	22	23	24
STAT1 activator	101	90	84	100	102	94	106	101
TLR4 MyD88 comp	-4	4	7	-1	8	-3	4	9
APP 5UTR inh	20	-3	·	-26	3	-9	12	-19
STAT1 blocker	-3	10	18	0	-4	5	-5	-1
STAT3 activator	105	99	44	102	108	105	98	103
G6PDH counter	1	-3	-33	13	4	13	-1	-10
Hsp70 act	-0.1	-0.3	-0.1	0.2	-0.2	-0.2	-0.3	-0.3
Diaph act CS	0.9	1	0.8	1	0.1	·	0.8	0.9
Diaph inh CS	14	2	22	3	92*	·	15	9
STAT3 blocker	-3	3	73*	-1	-4	-3	2	-3

25	COC(=O)c1cn[nH]c1NC(=S)Nc1ccc(Cl)c(Cl)c1
26	CCOc1ccc(NS(=O)(=O)c2ccc(NC(=S)NC(=O)C(C)C)cc2)cc1
27	Cc1cc(C)cc(OC(=O)N2CCOCC2)c1
28	Cc1ccc(Nc2nc(C)cs2)cc1
29	COc1ccc(NC(=O)C(=O)NCCN2CCN(C(=O)C(c3ccccc3)c3ccccc3)CC2)cc1
30	COc1cccc(C(=O)O/N=C(\N)c2ccncc2)c1OC
31	COc1ccc(NC(=O)C2CCCN(S(=O)(=O)c3cccc4cccnc34)C2)cc1 (centres undefined)
32	O=[N+]([O-])c1cc(C(F)(F)F)cc([N+](=O)[O-])c1N1CCCNCC1

screen / no.	25	26	27	28	29	30	31	32
STAT1 activator	145*	106	99	130*	98	114	100	99
TLR4 MyD88 comp	-1	5	0	-4	-21	9	2	-9
APP 5UTR inh	-222	9	-3	-199	-10	-32	1	-1
STAT1 blocker	-49	-7	0	-35	2	-16	0	-3
STAT3 activator	77	97	99	85	100	100	95	95
G6PDH counter	0	-3	1	14	5	-7	3	5
Hsp70 act	0.1	-0.4	0.0	-0.1	-0.4	-0.2	0.1	-0.2
Diaph act CS	0.9	0.7	0.9	·	0.9	0.9	0.9	1.2
Diaph inh CS	11	29	10	·	15	11	7	-17
STAT3 blocker	28	4	3	20	10	-1	14	10

33	O=C(Cc1ccccc1)N/N=C/c1ccc(OCC(=O)Nc2ccccc2)cc1
34	COCCn1c(SCC(=O)NC(=O)NC(C)C)nc2ccccc21
35	C=CCNC(=S)NNC(=O)CCC(O)COCCC(C)C (centres undefined)
36	COc1ccc2c(c1)OC(O)(C(F)F)CC2=O (centres undefined)
37	COc1cccc2c1OCC([C@@H]1C[C@H]3CN(Cc4cccc(Cl)c4)C(=O)[C@]34CCCN14)=C2
38	CCCCCCCOc1ccc(OC(=O)c2ccncc2)cc1
39	CCOC(=O)CCn1nc(-c2ccc(C)cc2)c2ccccc2c1=O
40	COc1cc(C(=O)NC(C)Cc2cccs2)cc(OC)c1OC (centres undefined)

screen / no.	33	34	35	36	37	38	39	40
STAT1 activator	103	96	101	98	93	97	99	93
TLR4 MyD88 comp	5	-8	-11	10	0	-2	0	0
APP 5UTR inh	5	19	10	-13	-16	3	11	23
STAT1 blocker	-3	5	-2	2	5	-1	-1	7
STAT3 activator	105	100	102	103	104	81	99	100
G6PDH counter	-44	3	2	5	6	10	18	9
Hsp70 act	-0.1	-0.4	0.1	-0.1	-0.2	-0.2	-0.1	-0.2
Diaph act CS	0.9	0.9	1.1	1	0.9	0.9	0.9	0.9
Diaph inh CS	6	9	-6	2	6	11	9	9
STAT3 blocker	0	4	9	1	-2	23	4	4

41	Cc1ccc(S(=O)(=O)C(CCC(=O)c2ccc(Cl)cc2)C(N)=O)cc1 (centres undefined)
42	Nc1ccc(CN2CCOCC2)cc1
43	O=C(CN1C(=O)c2ccccc2S1(=O)=O)NC1CC2CCC1C2 (centres undefined)
44	COc1ccc(CCNC(=O)COc2ccc(S(=O)(=O)NCC(C)C)cc2Cl)cc1OC
45	O=S(=O)(Nc1ncn[nH]1)c1ccc(Cl)cc1

screen / no.	41	42	43	44	45
STAT1 activator	100	109	102	95	101
TLR4 MyD88 comp	3	0	-7	8	-8
APP 5UTR inh	-15	-15	-12	-11	-13
STAT1 blocker	0	-11	-2	6	-1
STAT3 activator	100	102	101	84	102
G6PDH counter	0	9	-4	4	29
Hsp70 act	-0.2	-0.2	0.2	-0.3	-0.2
Diaph act CS	1	0.9	0.9	0.8	0.9
Diaph inh CS	-1	5	13	24	8
STAT3 blocker	6	-1	4	18	-2

4 compounds from above with just STAT3 blocker.
item	canonical_smiles	STAT3 blocker
45	O=S(=O)(Nc1ncn[nH]1)c1ccc(Cl)cc1	-2
44	COc1ccc(CCNC(=O)COc2ccc(S(=O)(=O)NCC(C)C)cc2Cl)cc1OC	18
43	O=C(CN1C(=O)c2ccccc2S1(=O)=O)NC1CC2CCC1C2 (centres undefined)	4
42	Nc1ccc(CN2CCOCC2)cc1	-1
